Assay outcomes as filed in PubChem BioAssay.
MC4R ag barr – agonists of human melanocortin 4 receptor (MC4R) beta-arrestin | P32245 | U2OS MC4R beta-arrestin complementation, luminescence; percent of melanotan II response, DMSO zero | activation, % at 8.9 µM | 0.98% of 360,000 active;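 active = activation above a per-plate cutoff, the mean activation of sample wells on that plate plus 3 SD, cut at about 8% in these data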
MC4R antagonist – blocks human MC4R cAMP signaling. P32245. MC4R-expressing cells, MTII-stimulated cAMP, LANCE TR-FRET. inhibition, % at 6.5 µM. 0.48% of 360,000 active. AID 540295;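 active = inhibition above its plate's cutoff, the mean of tested wells on that plate plus 3 SD, cut at about 29% in these data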;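 note: 0% = Melanotan II alone and 100% = Melanotan II plus saturating MCL0020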
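Assay system: human MC4R-expressing U2OS cells; reagent: Melanotan II stimulation of cells; dosing: 6.5 µM single dose; timing: compound 30 min, challenge 1 h, detection 1 h; signal: TR-FRET cAMP assay; replicates: one well per compound, no replicates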
TLR9-MyD88 inh – TLR9-MyD88 interaction inhibition; CHO BLA complementation TLR9-MyD88, CCF4 FRET ratio; 0.21% of 340,000 active; inhibition, % at 4.98 µM; Q9NR96+Q99836;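 active = inhibition above the mean over all tested compounds plus 3 SD, cut at about 21% in these data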;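 note: 0% = DMSO only wells and 100% = clavulanate BLA inhibitor control wells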
ABCB6 inh MLPCN – inhibitors of human ABC transporter ABCB6; Q9NP58; K562-ABCB6 porphyrin accumulation, flow cytometry, 1 h; stronger effect = lower value; fluorescence ratio to DMSO, % at 10 µM; 0.19% of 360,000 active; AID 602162;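 active = fluorescence ratio to DMSO below 75%, the collection mean minus 3 SD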;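 note: signal is porphyrin accumulated inside mitochondria; 100% equals median channel fluorescence of DMSO control wells; lower ratio means ABCB6 inhibition with less porphyrin fluorescence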
NOD2 RIPK2 PPI – inhibitors of human NOD2-RIPK2 interaction. AID 624267. CHO BLA complementation NOD2-RIPK2, CCF4 ratio. 0.38% of 360,000 active. inhibition, % at 4.98 µM; in the data active = inhibition above about 21%;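 note: 0% = vehicle only and 100% = reference blocker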
Target sequence (O43353 whole entry, looked up): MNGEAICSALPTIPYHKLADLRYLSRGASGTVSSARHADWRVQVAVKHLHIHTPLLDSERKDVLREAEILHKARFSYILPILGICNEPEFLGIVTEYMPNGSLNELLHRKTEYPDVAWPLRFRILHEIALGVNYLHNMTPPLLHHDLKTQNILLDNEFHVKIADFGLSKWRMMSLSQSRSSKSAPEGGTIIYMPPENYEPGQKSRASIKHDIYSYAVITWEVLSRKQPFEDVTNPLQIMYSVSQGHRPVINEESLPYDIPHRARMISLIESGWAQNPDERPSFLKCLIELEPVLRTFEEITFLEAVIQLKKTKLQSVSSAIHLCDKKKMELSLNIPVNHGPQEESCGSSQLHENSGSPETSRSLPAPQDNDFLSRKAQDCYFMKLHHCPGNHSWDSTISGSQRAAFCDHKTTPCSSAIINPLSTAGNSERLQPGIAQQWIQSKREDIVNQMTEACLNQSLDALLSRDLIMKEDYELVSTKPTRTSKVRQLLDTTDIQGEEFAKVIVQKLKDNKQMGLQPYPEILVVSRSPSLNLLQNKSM
NCOA2 inhibitor – inhibits human steroid receptor coactivator 2. Q15596. HEK293 GAL4-SRC2 luciferase reporter, luminescence. inhibition, % at 9 µM. 0.17% of 370,000 active. AID 651957;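 active = inhibition above the mean inhibition of all tested compounds plus 3 SD, set per campaign, cut at about 52% in these data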;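 note: 0% = DMSO treated cells and 100% = cells given Gossypol at 36 µM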
m5-HT2A agonist – mouse HTR2A agonism via beta-arrestin recruitment | activation, % at 7.6 µM | 0.66% of 360,000 active | CHO-K1 mHTR2A beta-arrestin complementation, luminescence; percent of 30 µM serotonin response | P35363;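 active = activation above a run cutoff, the mean activation of all tested compounds plus 3 SD, cut at about 14% in these data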;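 note: 0% = plate median of compound wells and 100% = 30 µM serotonin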
Target sequence (P35363 whole entry, looked up): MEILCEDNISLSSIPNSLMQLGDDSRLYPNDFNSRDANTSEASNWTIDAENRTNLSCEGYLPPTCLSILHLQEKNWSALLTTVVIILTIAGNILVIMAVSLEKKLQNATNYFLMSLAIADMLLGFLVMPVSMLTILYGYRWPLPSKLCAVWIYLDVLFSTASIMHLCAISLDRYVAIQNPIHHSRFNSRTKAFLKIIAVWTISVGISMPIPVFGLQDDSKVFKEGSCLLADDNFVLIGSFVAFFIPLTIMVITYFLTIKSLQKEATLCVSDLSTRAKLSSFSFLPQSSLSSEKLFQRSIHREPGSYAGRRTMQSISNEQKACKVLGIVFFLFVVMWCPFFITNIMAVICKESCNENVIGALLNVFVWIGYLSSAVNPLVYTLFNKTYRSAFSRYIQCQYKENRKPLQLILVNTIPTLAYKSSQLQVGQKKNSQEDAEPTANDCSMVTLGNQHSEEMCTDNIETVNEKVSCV
Glyco luc inh – N-linked glycosylation inhibition; 0.23% of 360,000 active; reporter increase, % at 12.5 µM; D54 ERlucT glycosylation luciferase reporter, 24 h; percent of 100 nM tunicamycin response; AID 588692;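 active = mean luciferase reporter signal, scaled so untreated is 0 and the glycosylation-blocking control 100, at or above a set limit in every replicate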;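 note: luciferase carries N-glycosylation sites so blocking glycosylation raises the light; 0% = median of neutral control wells and 100% = median of 100 nM tunicamycin wells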
ABHD5 PLIN5 PPI – inhibitors of human ABHD5-perilipin-5 interaction; Split G. princeps luciferase complementation, luminescence, 4 h; inhibition, % at 4 µM; 0.78% of 360,000 active;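 active = inhibition above the mean inhibition across every tested compound plus 3 SD, cut at about 22% in these data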;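 note: 0% = DMSO only wells and the 100% control is not disclosed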
H9c2 protect – protects H9c2 cardiomyocytes from peroxide injury | protection from H2O2 cell death, % at 20 µM | AID 588492 | 0.63% of 360,000 active | H2O2 injury protection, ATPLite, 2 h;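 active = compounds giving at least 50% protection of heart cells from peroxide-induced death in the single-dose screen, raw or plate-pattern-corrected value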;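 note: 0% = DMSO wells with peroxide and 100% = DMSO wells without peroxide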
* = called active by the depositor; . = no result given. This is a subset; rates above refer to the full screens.

SMILES	MC4R ag barr	MC4R antagonist	TLR9-MyD88 inh	ABCB6 inh MLPCN	NOD2 RIPK2 PPI	NCOA2 inhibitor	m5-HT2A agonist	Glyco luc inh	ABHD5 PLIN5 PPI	H9c2 protect
CN(C)S(=O)(=O)c1cccc(NC(=O)COC(=O)CNC(=O)c2cccc([N+](=O)[O-])c2)c1	0.9	22	4	99	-9	-2	3	1	1	0
COc1cc(CCCN2C(=O)C(=O)NC[C@@H]2Cc2ccc(O)cc2)cc(OC)c1OC	-1.4	2	1	98	-5	12	1	1	3	15
Cc1ccc2c(Cl)c(C(=O)NCCCn3ccnc3)sc2c1	-1.9	-2	2	92	1	-19	-6	-2	0	-18
CCOc1ccc(N=Cc2c(C)[nH]n(-c3nc4ccccc4[nH]3)c2=O)cc1	-2.3	-5	1	97	0	9	0	-4	3	-14
C=C(C)COc1ccc(-c2n[nH]c(C)c2-c2ccc(OC)c(OC)c2)c(O)c1	3.2	-13	-1	101	2	27	-8	7	-8	0
CCCNC(=O)C1(C)CCCN(Cc2ccccc2N(C)C)C1 (configuration not stated)	1.2	10	.	96	-9	8	0	0	-1	1
O=C(CSc1nc2ncc(Br)cc2[nH]1)Nc1ccccc1-c1ccccc1	3.7	4	6	96	1	1	-2	-3	6	-14
COc1cc(C)cc(OC)c1OCC(=O)Nc1cc(C)on1	-3.0	-2	-9	94	-4	-24	5	2	-8	3
CCOC(=O)c1c(CN(C)C)n(C)c2ccc(OC(C)=O)cc12	-1.5	2	-4	104	-1	2	5	1	6	6
S=C(NCc1ccc(Cl)cc1)NN1CCOCC1	-1.3	19	6	102	7	4	6	1	-2	18
CN1CCN(S(=O)(=O)c2ccc(Oc3cccc(C(F)(F)F)c3)nc2)CC1	-4.6	4	5	92	-11	-49	-6	0	15	-7
CC1(C)CC(=O)C(C(c2cccnc2)C2C(=O)CC(C)(C)CC2=O)C(=O)C1	-1.7	4	-8	98	3	7	0	2	10	0
CN(CC(=O)Nc1ccc(Cl)c(Cl)c1)Cc1nnc(-c2ccc(F)cc2)o1	1.5	21	-8	100	-5	-10	-3	1	-6	-16
Cc1ccc(NC(=O)NC2CCCc3ccccc32)cc1 (configuration not stated)	-0.6	0	6	95	3	-35	2	-9	3	0
COc1ccc(NC2(c3ccccc3)OC(=O)c3ccccc32)cc1 (configuration not stated)	0.5	7	-7	104	0	-15	1	-3	-5	2
CCOc1ccccc1CNC(=O)C1CCN(S(=O)(=O)N2CCC(C)CC2)CC1	-0.5	-2	-1	94	0	-36	-3	0	-4	-11
COc1ccc(-c2noc(CN(C(=O)C(C)(C)C)C(C)C)n2)cc1	-0.4	-3	-7	95	-11	3	-2	-3	1	-4
O=C(NC1CCN(Cc2ccc(Cl)cc2)CC1)c1cn(-c2ccccc2)nc1-c1cccnc1	2.7	7	3	88	11	27	-5	-5	4	0
Cc1cc(C)c(NC(=O)Cn2c(=O)n(-c3ccc(CC(=O)NCC4CCCO4)cc3)c(=O)c3ccccc32)c(C)c1 (configuration not stated)	-1.7	17	2	96	-8	-12	9	2	2	3
O=C(Nc1nc2ccc(C(=O)N3CCCCC3)cc2s1)C1CCCCC1	-0.5	5	-1	97	5	-31	-3	5	3	-5
CCn1c(SCC(=O)NCCc2ccc(OC)c(OC)c2)nc2c1c(=O)n(C)c(=O)n2C	-1.0	15	5	99	-5	-24	-1	2	4	0
CCC(C)N(C(=O)CSc1nc(C)c(C)c(C)c1C#N)C1CCS(=O)(=O)C1 (configuration not stated)	0.6	8	-4	89	-2	0	1	-1	19	5
C=CCn1c(=S)sc2c(=O)[nH]c(C)nc21	-0.3	6	.	104	-5	4	1	2	8	1
CCOc1ccc(NC(=O)CN(C)C(=O)c2cn(-c3ccc(C)cc3)nc2-c2cccc(OC)c2)cc1OCC	-0.1	12	0	96	-6	4	-7	5	-11	18
Cc1cc(C)n(-c2ncnc3sc4c(c23)CC(C)CC4)n1 (configuration not stated)	-0.5	0	3	101	-5	-6	-4	1	-3	1
O=C(CCS(=O)(=O)c1ccc2c(c1)NC(=O)CS2)NCc1cccs1	0.6	13	-4	104	0	-13	-3	0	3	-2
COc1cccc(CN2CCCC(C(=O)Nc3ccc(-c4cscn4)cc3)C2)c1 (configuration not stated)	-1.7	-4	-7	103	-19	-9	-15	-6	19	15
COC(=O)Cc1cc(=O)oc2cc(O)ccc12	-2.1	13	0	99	3	3	3	0	2	-1
COc1cc(NC(=O)CNC(=O)Cn2ccc3ccccc3c2=O)cc(OC)c1OC	1.4	2	-5	97	-1	-15	-3	0	7	-4
Cc1cccc(C)c1NC(=O)Cn1c(=O)n(CCC(=O)NCc2ccco2)c(=O)c2sccc21	-2.1	11	6	97	-11	6	2	1	-1	5
CN(c1cccc(F)c1)c1cc2c(c3c1ccn3C)C1CCC2C1 (configuration not stated)	.	.	.	102	-10	-11	4	0	-10	-1
Cc1ccc(/C=N/NS(=O)(=O)c2ccccc2)o1	0.1	7	1	101	2	-36	4	2	6	0
COc1ccccc1C(=O)Nc1nnc(S(=O)(=O)N(C)Cc2ccccc2)s1	-2.0	17	5	97	5	-6	-4	-1	-6	2
CCCc1nc(SCC(=O)NCC2CCCO2)c2c(=O)n(C)c(=O)n(C)c2n1 (configuration not stated)	-1.3	5	0	97	-6	1	7	0	-1	6
O=C1C=C(c2ccccc2)OC2(CCCC2)O1	-1.3	2	3	103	1	7	-4	-3	-4	-2
CCC(C)NC(=O)c1cccc(OCc2c(C)noc2C)c1 (configuration not stated)	0.1	-5	8	98	-24	5	0	5	-3	-1
O=C(CSc1nc2ccccc2o1)NCc1ccco1	-0.7	-4	7	106	-11	-13	1	0	4	6
COc1cc(C)ccc1OCCOc1c(C)cc(Cl)cc1Cl	-0.7	3	0	99	-2	-1	1	-3	-7	-3
Cn1cc([N+](=O)[O-])c(C(=O)NCc2cc3cc(Cl)ccc3[nH]2)n1	-1.2	12	-2	100	-1	-5	-3	2	11	-3
CCC(=O)Nc1ccc(C(=O)CSc2nnc(-c3ccc(O)cc3)n2CC2CCCO2)cc1 (configuration not stated)	-3.3	3	14	98	0	-16	-3	2	-8	5
O=C(Nc1cccc2nsnc12)c1ccc(F)cc1	-1.4	0	6	96	-3	-7	4	-3	1	11
O=C(Nc1ccc(Cn2nnc3ccccc32)cc1)c1ccco1	-1.2	-4	9	86	0	-2	-5	-4	-5	-11
CN(Cc1ccc(F)cc1)C(=O)c1cccc(S(=O)(=O)N2CCN(c3ccccc3)CC2)c1	-3.5	-6	-3	96	-3	-4	-1	-4	-7	-15
O=C(O)CCn1c(=O)c2ccccc2c2ccccc2c1=O	-0.3	0	-5	102	-4	-7	-4	2	0	4
COc1ccc(NC(C)=O)cc1NC(C)C(=O)Nc1ccc(F)c(F)c1F (configuration not stated)	-1.3	-4	6	109	-5	-1	1	2	-7	16
O=C1NC(=O)/C(=C/c2cccc(O)c2)N1	-1.4	-3	-5	90	-4	-9	-1	5	12	-4
Brc1ccc(-c2nnc3sc(CNCc4ccc5c(c4)OCO5)cn23)cc1	0.3	13	4	95	0	-6	-2	2	8	10
CCCCCCCCC(=O)N/N=C(\C)c1cccnc1	-1.7	12	-5	95	-4	-17	1	1	-2	-10
CCCC(=O)NCCc1ccc(F)cc1	-0.9	11	1	93	-5	-1	0	-1	-5	2
NC(=O)CCC(C(=O)O)N1C(=O)c2ccc(O)cc2C1=O (configuration not stated)	-0.2	7	5	96	-11	-20	4	2	-2	-5
Cc1cc(C)c2nc(SCC(=O)NC(=O)c3cccn3C)cc(C)c2c1	1.4	-2	3	97	-8	14	-2	-2	-3	-17
COc1ccc(NC(=O)Cc2ccc(Cl)c(Cl)c2)cn1	1.2	3	2	97	-4	-21	6	1	5	-13
CCOC(=O)Cn1nc(NC(=O)COc2ccc(F)cc2)cc1C	-1.6	13	-13	93	-9	5	0	4	-3	-6
CC1(C)C(N(O)C(=O)Nc2ccccc2)N(c2cccc(Cl)c2)C(=O)N1O (configuration not stated)	-1.9	3	-1	98	-8	10	2	0	-6	-1
Cc1csc(-c2cc(C(=O)NCc3cc(C(F)(F)F)cc(C(F)(F)F)c3)n[nH]2)c1	4.8	8	.	103	-8	-6	-9	0	1	-16
CC1(C(=O)OCC(=O)NNC(=O)COc2ccc(Cl)cc2)CC1(Cl)Cl (configuration not stated)	-1.4	-3	-6	97	-1	5	-4	1	0	-1
COc1ccc(/C=C2\SC(N3CCc4ccccc4C3)=NC2=O)cc1OC	-0.1	-5	2	106	-3	-15	-1	0	6	39
O=C(NCc1ccc(F)cc1)c1cc(-c2ccncc2)nc2ccccc12	-1.5	8	-7	98	-3	-1	-11	5	4	10
Cc1ccc(C(NC(=O)N2CCCC2)C(Cl)Cl)cc1F (configuration not stated)	-3.6	-1	-4	105	2	-35	-5	3	-1	0
O=C1CCc2cc(S(=O)(=O)N3CCN(Cc4ccc5c(c4)OCO5)CC3)ccc2N1	-1.4	9	5	101	-4	-12	-5	-1	12	-2

Part of the list above, with values under each structure:
Results follow in this order: MC4R ag barr, MC4R antagonist, TLR9-MyD88 inh, ABCB6 inh MLPCN, NOD2 RIPK2 PPI, NCOA2 inhibitor, m5-HT2A agonist, Glyco luc inh, ABHD5 PLIN5 PPI, H9c2 protect
Brc1ccc(-c2nnc3sc(CNCc4ccc5c(c4)OCO5)cn23)cc1
    0.3, 13, 4, 95, 0, -6, -2, 2, 8, 10
CCCCCCCCC(=O)N/N=C(\C)c1cccnc1
    -1.7, 12, -5, 95, -4, -17, 1, 1, -2, -10

More entries follow.
SMILES	MC4R ag barr	MC4R antagonist	TLR9-MyD88 inh	ABCB6 inh MLPCN	NOD2 RIPK2 PPI	NCOA2 inhibitor	m5-HT2A agonist	Glyco luc inh	ABHD5 PLIN5 PPI	H9c2 protect
CC(C)S(=O)(=O)NC(=O)C1(C)CCN1C(=O)Cc1ccccc1Cl (configuration not stated)	-1.1	-2	.	94	5	-2	-2	2	3	-2
CC(=O)OCC(=O)C12OC(C)(C)OC1CC1C3CC=C4CC(O)CCC4(C)C3CCC12C (configuration not stated)	-1.1	4	8	100	-3	-11	-4	-2	7	1
Cc1ccnc(NC2c3ccccc3C(=O)N2Cc2ccccc2Cl)c1 (configuration not stated)	0.6	7	-1	97	-3	0	-3	-3	0	2
CCCCCC(=O)Nc1ccc(N2CCN(S(C)(=O)=O)CC2)cc1	-0.2	5	0	100	-4	2	10	1	7	4
COc1ccccc1N1C(=NC(=O)C(C)Oc2ccccc2)SC2CS(=O)(=O)CC21 (configuration not stated)	-1.3	2	2	100	-3	-11	-2	-3	3	-1
COc1cc(CNc2nc3ccccc3[nH]2)cc(OC)c1OC	-2.8	-3	-12	100	-8	-11	-6	0	4	0
COc1cc(C(=O)Nc2nnc(C)s2)c([N+](=O)[O-])cc1OC	-2.7	6	-7	101	7	2	6	2	-1	-2
COCCNC(=O)C1CCCN(S(=O)(=O)c2ccc3c(c2)CC(C)N3C(=O)C2CC2)C1 (configuration not stated)	0.9	12	2	98	-2	9	1	-1	-6	6
CC(C)(C)c1ccc(OCC(O)CN2CCN(c3ccccn3)CC2)cc1 (configuration not stated)	2.2	1	8	101	6	-6	6	-1	-8	0
